Bioassay records as filed in PubChem.
Pin1 inhibitor: inhibitors of human Pin1; actives 0.009% (n = 390,000); Q13526; Potency, µM (titrated, usually from 115 µM), without a hit: at the top dose activity, negative = inhibition, hits mostly inhibitors; Pin1 FP peptide displacement, HiFluor488, 10 min; active = well fitted inhibition curve with a large enough effect in the polarisation, with a control signal flat, not every such curve was filed as active; inconclusive = small, poorly fitted or top-dose-only effect, or effect the other way, or a change in a side signal; inactive = no such curve, though single readings can be large or run the other way; the % refers to the polarisation; note: % is set by controls: 0 for no effect and ±100 for the full control effect
GLS inhibitor: blocks human kidney-isoform glutaminase activity; AID 624170; GLS enzymatic activity, qHTS titration; O94925; actives 0.21% (n = 410,000); Potency, µM (top dose mostly 45.5 µM), for the others: at the highest dose activity change, negative = inhibition, actives largely listed as inhibitors; note: % is set by controls: 0 for no effect and ±100 for the full control effect
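Human kidney-isoform GLS in 45 mM KH2PO4 pH 8.2, 0.02% Tween-20, with compound, started with 1mM L-Glutamine (added stock). Glutamate oxidase/HRP/Amplex red coupled fluorescence read at start and after 30 min at RT.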
rTrxR1 inhibitor: inhibitors of rat thioredoxin reductase 1; O89049; recombinant rTrxR1, NADPH fluorescence consumption, selenite substrate; Potency, µM (doses to about 114 µM), for the others: at the top dose activity change, negative = inhibition, most hits filed as inhibitors; actives 1% (n = 390,000); AID 588453; note: % is set by controls: 0 for no effect and ±100 for the full control effect; nearly all actives have a fitted effect of over 65% in size
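Rat TrxR1 (90 nM in the dispensed reagent) was pre-reduced with 400 uM NADPH for 5 min at room temperature, then incubated with compound for 15 min. After 400 uM selenite was added, NADPH fluorescence (Ex 340/Em 450 nm) was followed for 8 min.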
RGS4 inhibitor: human RGS4 inhibition. P49798. Transcreener GDP fluorescence polarization, RGS4-accelerated GTP hydrolysis. Potency, µM (series often up to 114 µM), without a hit: top-dose activity change, negative = inhibition, usual class: inhibitors. actives 0.039% (n = 390,000). AID 504845; note: % is set by controls: 0 for no effect and ±100 for the full control effect; nearly all actives have a fitted effect of over 75% in size; some results filed as inactive show a strong effect at the top dose
Target sequence (P49798 whole entry, looked up): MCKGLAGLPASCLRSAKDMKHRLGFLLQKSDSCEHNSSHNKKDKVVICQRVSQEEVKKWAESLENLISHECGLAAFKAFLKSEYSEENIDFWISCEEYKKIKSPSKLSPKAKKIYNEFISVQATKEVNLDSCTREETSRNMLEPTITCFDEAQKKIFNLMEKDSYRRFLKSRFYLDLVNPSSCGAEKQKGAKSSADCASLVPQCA
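MLSMR compounds (23 nl, pin-transferred) preincubated 10 min at room temperature with a 500nM (2x) first reagent, then RGS4 at 900nM (2x) plus Transcreener GDP mix added; fluorescence polarization (620/688 nm) read before and after 90 min at 30 °C.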
Tb PGK inh: blocks T. brucei phosphoglycerate kinase | P07378 | PGK/GAPDH coupled, Kinase-Glo luminescence, 60 min | Potency, µM (doses to about 57.5 µM), for the others: at the highest dose activity change, negative = inhibition, actives largely listed as inhibitors | actives 0.043% (n = 380,000) | AID 602233; note: % is set by controls: 0 for no effect and ±100 for the full control effect; nearly all actives have a fitted effect of over 60% in size
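Recombinant glycosomal PGK reaction used 1,3-bisphosphoglycerate generated in-well by GAPDH (100nM final) in 100mM TEA pH 7.6, 5mM MgCl2, 0.01% Tween-20. After 60 minutes at room temperature, ATP was read by Kinase-Glo Plus luminescence end-point.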
ERG-DNA inh: ERG Ets/DNA interaction inhibition; P11308; fluorescence polarization, His-ERG Ets domain / labelled DNA; Potency, µM (doses to about 76.9 µM), for the others: top-dose FP activity, negative = inhibition, most hits filed as inhibitors; actives 0.028% (n = 370,000); AID 624246; active = well fitted inhibition curve with a large enough effect in the polarisation, with a control signal flat; inconclusive = small, poorly fitted or top-dose-only effect, or effect the other way, or a change in a side signal; inactive = no such curve, though single readings can be large or run the other way; the % refers to the polarisation;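 note: polarization taken with two DNA probes labelled with fluorescein and Texas red; % of control where 0% means no effect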
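His-tagged ERG Ets domain (1 uM in the protein solution; 300mM KCl, 50mM Tris-HCl, 1mM EDTA, 1mM DTT, pH 7.5) received compound, then a probe mix of 5 nM fluorescein-DNA and 100nM Texas-615-DNA. Fluorescence polarization was read for both dyes.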
JMJD2A Tudor: blocks the human JMJD2A Tudor domain | O75164 | AlphaScreen JMJD2A-Tudor / H3K4me3 peptide binding | Potency, µM (titrated, usually from 114 µM), for the others: at the highest dose activity change, negative = inhibition, actives largely listed as inhibitors | actives 4.4% (n = 390,000) | AID 504339; note: % is set by controls: 0 for no effect and ±100 for the full control effect; nearly all actives have a fitted effect of over 50% in size
ALOX12 inh: ALOX12 (human) lipoxygenase inhibition; actives 1.1% (n = 580,000); AID 1671190; purified 12hLO, xylenol orange hydroperoxide absorbance; Potency, µM (highest dose often 108 µM), without a hit: at the top dose activity change, negative = inhibition, actives largely listed as inhibitors; P18054; note: % is set by controls: 0 for no effect and ±100 for the full control effect
Target sequence (P18054 whole entry, looked up): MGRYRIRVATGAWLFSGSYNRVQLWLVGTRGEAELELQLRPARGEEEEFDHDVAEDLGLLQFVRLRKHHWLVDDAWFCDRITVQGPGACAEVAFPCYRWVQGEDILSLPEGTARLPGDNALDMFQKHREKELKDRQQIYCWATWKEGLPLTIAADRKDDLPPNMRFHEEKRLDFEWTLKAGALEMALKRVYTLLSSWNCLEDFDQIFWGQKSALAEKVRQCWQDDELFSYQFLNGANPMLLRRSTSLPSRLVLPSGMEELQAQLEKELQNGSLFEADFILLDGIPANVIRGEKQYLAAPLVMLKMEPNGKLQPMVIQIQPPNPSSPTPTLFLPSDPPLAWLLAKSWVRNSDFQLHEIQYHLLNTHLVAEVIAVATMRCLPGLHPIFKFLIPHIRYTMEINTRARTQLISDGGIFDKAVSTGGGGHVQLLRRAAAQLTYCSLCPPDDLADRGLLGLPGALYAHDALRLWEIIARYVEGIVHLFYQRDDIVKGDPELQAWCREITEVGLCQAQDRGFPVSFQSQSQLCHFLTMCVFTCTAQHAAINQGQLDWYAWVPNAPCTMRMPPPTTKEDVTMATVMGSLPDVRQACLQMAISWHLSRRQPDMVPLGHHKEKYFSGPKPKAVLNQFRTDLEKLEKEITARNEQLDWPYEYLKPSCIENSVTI
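Purified human 12hLO at 150 nM in 25 mM Hepes, 0.01% Triton X-100, pH 7.0, preincubated 15 min at room temperature with compound. Reaction started with 40 uM arachidonic acid, 30 min at room temperature. Hydroperoxide measured by Fe-xylenol orange, 573/405 nm absorbance ratio.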
HP1b binding inh: inhibitors of HP1-beta chromodomain binding to methylated histone tails. P83916. AlphaScreen HP1-beta / biotin-H3K9me3 peptide binding. Potency, µM (highest dose often 114 µM), inactives show top-dose activity change, negative = inhibition, hits mostly inhibitors. actives 0.56% (n = 390,000). AID 540317; note: nearly all actives have a fitted effect of over 70% in size; inactives centre near 23
Target sequence (P83916 whole entry, looked up): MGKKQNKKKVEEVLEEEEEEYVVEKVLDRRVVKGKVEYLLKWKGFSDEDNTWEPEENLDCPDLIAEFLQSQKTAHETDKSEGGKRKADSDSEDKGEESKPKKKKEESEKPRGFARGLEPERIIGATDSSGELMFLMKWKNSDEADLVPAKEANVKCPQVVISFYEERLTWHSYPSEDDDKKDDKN
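HP1-beta protein (50 nM final) preincubated 30 min at room temperature with biotinylated H3(1-18)K9me3 peptide (50 nM) in PBS pH 7.4, 0.01% Tween-20, then compound added for 30 min. AlphaScreen streptavidin donor/nickel chelate acceptor beads (10 ug/mL final), 30 min dark, luminescence read.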
* = called active by the depositor; i = inactive; u = inconclusive; x = no result given; & = joins results of further samples; [ ] = dose if it differs, or a comment. Unless noted, calls come from the whole dose curve; as a rule, active = well fitted curve in the direction sought with a large enough effect; inconclusive = small, poorly fitted or top-dose-only effect, or another doubt; inactive = no such curve, though single readings can be large; an effect the other way counts as inactive or inconclusive. Potency is the fitted concentration of half-maximal effect. This is a subset; rates above refer to the full screens.

Molecule	Pin1 inhibitor	GLS inhibitor	rTrxR1 inhibitor	RGS4 inhibitor	Tb PGK inh	ERG-DNA inh	JMJD2A Tudor	ALOX12 inh	HP1b binding inh
O=C(CCS(=O)(=O)c1ccccc1)N(CCCN1CCOCC1)c1nc2ccc(F)cc2s1	15%	-3%	7.1µM*	-1%	-4%	7%	-18%	-23%	37%
C=CCNc1nc(N)c(C(=O)Nc2cc(C)on2)s1	-2%	14%	5%	15%	x	x	u	12%	0%
O=c1c2sc3nc(N4CCOCC4)c4c(c3c2ncn1C(c1ccccc1)c1ccccc1)CCCC4	3%	-1%	11%	-5%	4%	2%	3%	-6%	45%[activator]
CCN(C(=O)CSc1ccc2c(c1)OCCO2)C1CCS(=O)(=O)C1 (centres undefined)	4%	-10%	30%[57.1 µM]	-11%	3%	-1%	-7%	u	53%[activator]
C[C@]12c3[nH]c4cc(-c5ccco5)ccc4c3CCN1C(=O)[C@@H](CC(=O)NCc1ccco1)C[C@@H]2C(=O)N1CCCCC1	39%[activator]	15%	4%	-44%	0%	9%	u	u	-24%
COC(=O)c1cc(OC)nc(OC)c1	-1%	-9%	51%[activator]	2%	i	-4%	-5%	148%[activator]	44%[activator]
COc1ccc(NC(=O)NCCCN2CCN(c3cc(C)ccc3C)CC2)cc1	-3%	24%	20%[57.1 µM]	-12%	-1%	-2%	-28%	16%	5%
CCOc1ccccc1NC(=O)CN(C)S(=O)(=O)c1cnc[nH]1	6%	-5%	11%	-22%	-2%	9%	-5%	-11%	26%
COc1ccc(NS(=O)(=O)c2cccc(C(=O)NN=Cc3cc(Br)c(O)c(Br)c3)c2)cc1	u	-1%	15%[57.1 µM]	-19%	-7%	-1%	-27%	0%	-3%[57 µM]
CCCC(=O)NC(c1ccccc1Cl)c1c(O)ccc2ccccc12 (centres undefined)	-4%	-3%	10%	27%	14%	-3%	-14%	-4%	13%
CCC(=O)C1=C(c2ccc(F)cc2)N(C(=O)CC)n2c(nnc2-c2ccc(OC)cc2)S1	-5%	1%	21%[57.1 µM]	4%	13%	7%	2%	-24%	23%
O=S(=O)(c1cccc2ccccc12)N1CCN(c2nc(-c3cccs3)nc3ccccc23)CC1	15%	x	-10%	1%	x	x	-15%	x	33%
O=C(Nc1ccc2[nH]ncc2c1)C1CCC1	2%	6%	16%	20%	-3%	-1%	-8%	0%	21%
Cc1ccc(S(=O)(=O)c2cn(Cc3cccc(C)c3)c3cc4c(cc3c2=O)OCO4)cc1	17%	-9%	-4%	17%	-5%	-1%	-21%	-27%	29%
Cc1ccnc(N/C=C(\C#N)c2nc(-c3cccc(Br)c3)cs2)c1	u	u	-5%[57.1 µM]	u	-12%	-7%	u	-26%	31%
O=C(Cn1nnc2c(cnn2-c2ccccc2)c1=O)NCc1cccs1	2%	-18%	9%	-12%	0%	1%	-12%	-24%	29%
CC(=O)Nc1nc(CC(C)C)cc(-c2ccccc2)c1C#N	0%	14%	-15%	7%	2%	2%	-14%	0%	7%
CC(=O)Nc1ccc(NC(=S)NC(=O)c2ccc([N+](=O)[O-])cc2)cc1	0%	4%	u	-23%	-10%	-9%	-18%	-6%	1%
COCC1CCN(C(=O)c2cc(COc3ccc(-n4cncn4)cc3)on2)CC1	1%	-5%	11%	-22%	-4%	-4%	-8%	0%	43%[activator]
CCCc1cc(=O)oc2c(C)c(OCC(=O)NC3CC(C)(C)NC(C)(C)C3)ccc12	1%	-10%	15%	-37%	-10%	6%	-13%	-3%&2%	33%
Cc1ccc(C(=O)NCC(=O)OC(C)C(=O)NCCC2=CCCCC2)cc1C (centres undefined)	-3%	1%	17%	28%	-3%	-12%	-10%	-1%	19%
CN(C(=O)COC(=O)c1ccc(-c2ccc(O)cc2)cc1)C1CCS(=O)(=O)C1 (centres undefined)	27%	-26%	11%	-21%[11.4 µM]	i	9%	-1%[11.4 µM]	1%	129%[activator]
COc1ccc(-c2nnc(-c3cc(OC)c(OC)c(OC)c3)o2)cc1OC	-4%	15%	-20%	-9%	-3%	11%	-29%	9%	4%
CC1CC(C)CN(CC(=O)NCCc2ccc(S(N)(=O)=O)cc2)C1 (centres undefined)	-2%	4%	13%	1%	7%	-3%	-9%	1%	28%
CCCCn1c(=O)[nH]c(=O)c2c1nc(-c1cccc(OC)c1)n2C	-7%	-7%	-1%	3%	-7%	-8%	u	-30%	19%
Cc1nc2cc(-c3cccc(F)c3)nn2c(C)c1CCC(=O)NC(C)CCc1ccco1 (centres undefined)	17%	-1%	u	u	-5%	-6%	-19%	x	10%
O=C(c1ccc(F)cc1)c1ccc(-c2ccc(F)cc2)nc1	-10%	0%	8%	5%	-9%	-12%	1%	-5%	31%
COc1cc(C)c(CN2CCN(C(C)C(=O)NC(C)c3ccccc3)CC2)cc1OC (centres undefined)	-3%	4%	3%	10%	4%	-7%	-6%	-3%	-3%
NC(=O)/C(=C\c1ccncc1)c1cccc2ccccc12	-9%	-1%	24%	11%	2%	1%	-3%	-13%	46%[activator]
O=C(Nc1nc2c(Cl)cccc2s1)c1ccc([N+](=O)[O-])o1	0%	3%	-1%[57.1 µM]	-19%	-12%	-4%	u	-3%	30%
CCN1C(=O)c2ccccc2S(=O)c2ccc(C(=O)N3CCCCCC3)cc21 (centres undefined)	0%	3%	18%[57.1 µM]	-16%	2%	6%	-14%	26%	38%
CCN(CC(=O)NCc1ccc(Cl)cc1)C(=O)COc1cccc(C(F)(F)F)c1	-4%	-8%	-1%	-12%	-2%	23%	-25%	-2%	36%
CCOC(=O)c1ccc(CNc2ncnc3nc[nH]c23)cc1	u	x	0%	26%	x	x	-15%[57.1 µM]	x	24%[57 µM]
O=C(Nc1ccc2c(c1)CCCN2C(=O)c1ccco1)c1cc([N+](=O)[O-])ccc1Cl	-3%	10%	8%	9%	11%	-1%	-26%	u	-12%
O=C1C2C3c4ccccc4C(c4ccccc43)C2C(=O)N1Cc1cccnc1 (centres undefined)	0%	26%	-11%	30%	-2%	4%	-1%	-1%	29%
O=C(COC(=O)C1CCN(S(=O)(=O)c2cccc3cccnc23)CC1)c1ccc(F)cc1	13%	1%	11%[57.1 µM]	-7%	-6%	-1%	-11%	1%	23%
CC1(C(=O)N2CCC(CC3CC(c4ccc(Cl)cc4)=NO3)(C(=O)NCC3CCCCC3)CC2)CC1 (centres undefined)	-3%	-1%	20%	-28%	i	-11%	-14%	-16%	33%
O=C(CCn1cccn1)NCc1ccc(Cl)cc1	1%	1%	19%[57.1 µM]	3%	-3%	-4%	-1%	1%	29%
C=Cc1ccc(CSc2nc(-c3ccc(OC)cc3)nc3c2Cc2c(CO)cnc(C)c2O3)cc1	-6%	-2%	1%	3%	-4%	10%	-10%	1%	25%
CCOc1ccc(NC(=O)c2cc3n(n2)C(C(F)(F)F)CC(c2ccco2)N3)cc1 (centres undefined)	14%	13%	-5%	3%	3%	-11%	-6%	4%	18%
CC1=CC(C)(C)Nc2ccc(OC(=O)C(Cc3ccccc3)N3C(=O)C4CCCCC4C3=O)cc21 (centres undefined)	24%	2%	5%	-34%	-4%	1%	u	10%	-16%
COc1ccc(NC(=O)CN(C)C(=O)c2ccc3c(c2)S(=O)(=O)N=C2CCCCCN23)cc1	-3%	4%	11%	8%	-9%	-1%	-18%	-1%	21%
CCN(C[C@H]1N[C@@](C)(C(=O)OC)[C@H]2C(=O)N(Cc3ccccc3)C(=O)[C@@H]12)C(=O)Nc1ccc(OC)cc1	-10%	32%[activator]	26%	1%	-4%	9%	-21%	0%	64%[activator]
COc1ccc(C2(C)NC(=O)N(CC(=O)c3ccc4c(c3)OCO4)C2=O)cc1 (centres undefined)	-1%	2%	7%	7%	2%	0%	-4%	138%[activator]	29%
CC(Sc1ncccn1)C(=O)NC1(C#N)CCCCC1 (centres undefined)	-4%	-6%	4%	-20%	-9%	8%	-3%	329%[activator]	34%
COc1cc(NC(=O)Cn2c(=O)n(CC3CCCO3)c(=O)c3ccccc32)cc(OC)c1 (centres undefined)	-7%&-1%	-5%&-1%	21%&7%	16%&-8%	-9%&-7%	-8%&-4%	-14%&-5%	0%&-17%	3%[57 µM]
S=c1[nH]c(-c2ccccc2)cn1-c1ccccc1	1%	17%	-6%	-46%	-11%	-6%	u	u	-18%
COc1ccc([C@@H]2[C@@H]3C(=O)N(C(C)(C)C)C(=O)[C@@H]3[C@]3(CC(C)C)C(=O)N(c4cccc(Br)c4)C(=O)N23)cc1	u	-2%	10%[57.1 µM]	10%	6%	-5%	-17%	1%	35%
COc1ccc(-n2ncc3c(NCCN4CCOCC4)ncnc32)cc1	2%	8%	-5%[57.1 µM]	-17%	2%	7%	-20%	x	13%
CC(O)CNc1ccc(-c2n[nH]c(=O)c3ccccc23)cc1[N+](=O)[O-] (centres undefined)	5%	6%	1%	7%	6%	-3%	-12%	0%&-4%	-6%
